# IL1B NFkB inh = blocks IL-1B driven NFkB nuclear translocation in HUVEC cells | HUVEC IL-1B NFkB p65 nuclear translocation imaging | inhibition, % at 2 µM | AID 796 | 0.43% of 94,000 active;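 active = inhibition above about 30% together with a positive call from visual inspection of the well image, limit read from the data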;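 note: nuclear over cytoplasmic p65 intensity ratio measured by imaging; 0% = IL-1B stimulated DMSO wells and 100% = unstimulated DMSO wells; values of inactives mirror those of a sister screen read the other way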
# NFkB transloc pot = enhances IL-1B driven NFkB nuclear translocation. HUVEC IL-1B NFkB p65 nuclear translocation imaging. activation, % at 2 µM. AID 819. 0.3% of 94,000 active;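 active = activation above 40%, about the mean plus 3 SD, also judged a hit on visual image review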;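 note: percent activation is computed from the nuclear over cytoplasmic p65 intensity ratio; values of inactives mirror those of a sister screen read the other way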
# PLAP inhibition = inhibition of human placental alkaline phosphatase – biochemical, luminescence, HTS (AID 690) | purified PLAP, luminescent substrate; higher % means a stronger effect | inhibition, % at 20 µM; hits with a dose series show IC50 in µM | 0.08% of 96,000 active; in the data active = a potency from the dose series; inactive = the rest, 99 in 100 with inhibition below about 30%; note: strong numbers were not always called active
# MRP reversal = compounds reversing MRP-mediated drug resistance | 0.04% of 85,000 active | H69AR cells + 2 uM doxorubicin, CellTiter-Glo, 72 h | differential viability (reversal), % at 10 µM;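 active = viability drop by adding the cancer drug above about 55%, with treated viability meeting a 40% cutoff, limit read from the data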;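 note: viability without doxorubicin minus viability with 2 µM doxorubicin for each compound; larger differential means the compound sensitizes cells more to doxorubicin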
# Bcl-B displacement = displacers of TR3 peptide from Bcl-B, primary screen, selectivity assay for Bfl-1 inhibitor project, biochemical, fluorescence polarization | 0.11% of 96,000 active | displacement, % at 20 µM; hits with a dose series show IC50 in µM | FP displacement of FITC-TR3 peptide from Bcl-B; higher % means a stronger effect;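 active = displacement above 50% at 20 µM plus a fluorescence interference ratio under 1.5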;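 note: plate controls were wells without compound for no effect and wells lacking Bcl-B protein for full effect; a part of the inactive calls stands beside numbers as strong as those of hits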
# MRP reversal cytotoxicity = recorded beside MRP reversal, whose call it bears; viability, %; H69AR cells, CellTiter-Glo, 72 h; measured here: cytotoxicity without doxorubicin
# MRP reversal with doxorubicin = further read-out of MRP reversal, marked with its call; viability, %; measured here: viability with 2 uM doxorubicin; active compounds read low
# IL1B NFkB inh cell count 2 µM = recorded beside IL1B NFkB inh, whose call it bears; cell count; measured here: cells passing quality filter;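 raw number of nuclei counted in each imaged well without normalization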
# NFkB transloc pot cell count 2 µM = recorded beside NFkB transloc pot, whose call it bears; cell count; measured here: cells passing quality filter
# The depositor's hits bear a star; . = not tested or not shown. The list is partial, so the mix of outcomes need not match the whole.
item	Molecule	IL1B NFkB inh cell count 2 µM	NFkB transloc pot cell count 2 µM	MRP reversal with doxorubicin	NFkB transloc pot	MRP reversal
1	COc1cc2c(cc1OC)C(SC)=NC(C)(C)C2	81	81	85.6	-0.6	8.9
2	Cc1nc2c(cnn2-c2ccccc2Cl)c(=O)n1-c1ccc(N2CCC(C)CC2)cc1	169	58	73.7	15.8	0.8
3	Cc1cc(Nc2ccc(F)cc2)nc(N)n1	182	182	.	11.4	.
4	CCOC(=O)n1c(=O)oc2ccc(Cl)cc21	131	131	76.9	0.9	-38.7
5	Cc1cc(NC(=O)COC(=O)C2CCN(S(=O)(=O)c3ccc(Cl)cc3)CC2)no1	147	147	79.0	-8.9	16.1
6	CCOC(=O)N1CCN(Cc2nc3c(c(=O)n(C)c(=O)n3C)n2Cc2cc(C)ccc2C)CC1	.	.	78.3	.	-12.5
7	Nc1ccc2c(C(F)(F)F)cc(=O)oc2c1	204	204	106.3	25.6	-20.4
8	CCCC(C)C1C(C#N)=C(N)Oc2cc(C)oc(=O)c21 (configuration not stated)	115	115	68.1	-16.8	1.4

item	IL1B NFkB inh	PLAP inhibition	MRP reversal cytotoxicity	Bcl-B displacement
1	0.6	.	94.5	.
2	-9.6	20.5%	74.5	-0.3%
3	-11.4	-0.9%	.	2.8%
4	-0.9	.	38.2	.
5	8.9	11.3%	95.1	7.5%
6	.	-48.9%	65.8	-3.4%
7	-25.6	4.1%	85.9	27.3%
8	16.8	.	69.5	.

# (list continues)
item	Molecule	IL1B NFkB inh cell count 2 µM	NFkB transloc pot cell count 2 µM	MRP reversal with doxorubicin	NFkB transloc pot	MRP reversal
9	CC(=C/c1ccccc1)/C=N/n1c(-c2ccco2)n[nH]c1=S	161	143	.	-5.5	.
10	CC1=NN(C(=O)c2ccc(C)cc2)C(O)(C(F)(F)OC(F)(F)F)C1 (configuration not stated)	157	157	.	3.1	.
11	COc1ccc2c(=O)c3c(=O)n(Cc4ccco4)c(-c4ccco4)nc3oc2c1	121	121	98.7	-9.4	-27.4
12	NC(=O)c1ccc(-c2ccc(Br)cc2)o1	136	136	76.4	3.0	8.6
13	N#CC1=C2N=C(N)c3c(sc4c3CCCCC4)N2C2=C(C(=O)CCC2)C1c1ccccc1 (configuration not stated)	201	201	.	-1.0	.
14	Cc1ccc(N2C(=O)CC2(C#N)c2ccc(OCc3ccccc3)cc2)cc1 (configuration not stated)	188	188	.	0.5	.
15	CCOC(=O)c1cnc2ccc(C)cc2c1OCc1cc(F)cc(F)c1	192	192	87.8	-1.2	11.2
16	CSc1nnc(-c2ccccc2)n1C	163	163	87.7	10.8	-0.9

item	IL1B NFkB inh	PLAP inhibition	MRP reversal cytotoxicity	Bcl-B displacement
9	7.5	-5.3%	.	-3.5%
10	-3.1	-30.3%	.	-9.2%
11	9.4	5.8%	71.3	34.1%
12	-3.0	25.9%	85.0	-8.4%
13	1.0	-18.7%	.	-329.6%
14	-0.5	17.9%	.	-5.4%
15	1.2	1.4%	98.9	-0.7%
16	-10.8	.	86.8	.

# Next part
item	Molecule	IL1B NFkB inh cell count 2 µM	NFkB transloc pot cell count 2 µM	MRP reversal with doxorubicin	NFkB transloc pot	MRP reversal
17	O=C(O)c1ccc(Sc2nnc(-c3cccc(Br)c3)o2)c([N+](=O)[O-])c1	178	178	97.6	0.3	2.5
18	COc1ccccc1NC(=O)C1=C(C)Nc2nnnn2C1c1ccccn1 (configuration not stated)	164	164	66.0	-10.3	-2.9
19	O=C(Nc1cccnc1)c1ccco1	75	75	94.6	4.2	0.8
20	COc1ccc(OC)c2sc(NC(=O)c3ccc(Br)s3)nc12	.	.	45.7	.	3.5
21	COc1cccc(NC(=O)CSC2=C(C#N)C(c3ccco3)C3=C(CCCC3=O)N2)c1 (configuration not stated)	104	104	89.5	-9.1	-39.1
22	CCN(CC)CC(=O)N(CC(=O)Nc1c(C)cc(C)cc1C)C1CCCCC1	.	.	88.6	.	4.0
23	CCN(Cc1ccccc1)Cc1cc(OC)cc(OC)c1	112	112	72.7	-4.8	-23.9
24	CCOC(=O)c1c(N)sc2c1CCS(=O)(=O)C2	.	.	80.5	.	8.3

item	IL1B NFkB inh	PLAP inhibition	MRP reversal cytotoxicity	Bcl-B displacement
17	-0.3	-25.5%	100.2	2.0%
18	10.3	14.3%	63.0	-6.1%
19	-4.2	2.5%	95.4	-2.8%
20	.	-16.6%	49.2	0.7%
21	9.1	-1.7%	50.4	-4.6%
22	.	-15.8%	92.6	4.5%
23	4.8	-11.7%	48.9	-6.3%
24	.	-21.6%	88.8	30.8%

# Further results follow.
item	Molecule	IL1B NFkB inh cell count 2 µM	NFkB transloc pot cell count 2 µM	MRP reversal with doxorubicin	NFkB transloc pot	MRP reversal
25	COc1ccc(-n2cnc3cc(N)ccc32)cc1	132	132	85.0	4.7	-11.7
26	O=C(CSc1nnc(Cc2cccs2)n1C1CCCCC1)N1CCN(C(=O)c2ccco2)CC1	83	83	84.1	0.5	3.7
27	COc1cc2c(cc1OC)C(c1cccc(OC)c1OC)CC(=O)N2 (configuration not stated)	82	82	86.5	-8.6	17.6
28	C=CCOC(=O)C1=C(C)NC(=O)NC1c1ccc(OC(=O)c2ccco2)c(OC)c1 (configuration not stated)	42	42	90.3	12.8	4.0
29	CN(CC(=O)Nc1nc2ccccc2s1)S(=O)(=O)c1ccc(Br)cc1	188	188	110.4	12.4	-14.9
30	CCOC(=O)C1CCN(C(c2ccc(OC)c(OC)c2)c2sc3nc(C)nn3c2O)CC1 (configuration not stated)	.	.	80.1	.	16.9
31	CCCCc1ccc(-c2c(C#N)c(N)nc3c2CCCC3)s1	92	92	.	5.1	.
32	CCOC(=O)c1ccc(NC(=O)C2=C(C)Nc3nc(CCCO)nn3C2c2cccc(C)c2)cc1 (configuration not stated)	165	165	90.4	11.3	-5.5

item	IL1B NFkB inh	PLAP inhibition	MRP reversal cytotoxicity	Bcl-B displacement
25	-4.7	.	73.2	.
26	-0.5	-31.6%	87.8	-1.8%
27	8.6	1.2%	104.0	8.5%
28	-12.8	9.7%	94.3	-0.5%
29	-12.4	13.0%	95.5	0.9%
30	.	-44.1%	96.9	0.9%
31	-5.1	-4.6%	.	-3.6%
32	-11.3	-12.9%	84.9	17.0%

# Exported with values under each structure: entries from further up.
# Every second line gives: IL1B NFkB inh cell count 2 µM, NFkB transloc pot cell count 2 µM, MRP reversal with doxorubicin, NFkB transloc pot, MRP reversal, IL1B NFkB inh, PLAP inhibition, MRP reversal cytotoxicity, Bcl-B displacement
(25) COc1ccc(-n2cnc3cc(N)ccc32)cc1
 : 132, 132, 85.0, 4.7, -11.7, -4.7, ., 73.2, .
(2) Cc1nc2c(cnn2-c2ccccc2Cl)c(=O)n1-c1ccc(N2CCC(C)CC2)cc1
 : 169, 58, 73.7, 15.8, 0.8, -9.6, 20.5%, 74.5, -0.3%
(13) N#CC1=C2N=C(N)c3c(sc4c3CCCCC4)N2C2=C(C(=O)CCC2)C1c1ccccc1 (configuration not stated)
 : 201, 201, ., -1.0, ., 1.0, -18.7%, ., -329.6%
(32) CCOC(=O)c1ccc(NC(=O)C2=C(C)Nc3nc(CCCO)nn3C2c2cccc(C)c2)cc1 (configuration not stated)
 : 165, 165, 90.4, 11.3, -5.5, -11.3, -12.9%, 84.9, 17.0%
(11) COc1ccc2c(=O)c3c(=O)n(Cc4ccco4)c(-c4ccco4)nc3oc2c1
 : 121, 121, 98.7, -9.4, -27.4, 9.4, 5.8%, 71.3, 34.1%
(9) CC(=C/c1ccccc1)/C=N/n1c(-c2ccco2)n[nH]c1=S
 : 161, 143, ., -5.5, ., 7.5, -5.3%, ., -3.5%

# Next part:
item	Molecule	IL1B NFkB inh cell count 2 µM	NFkB transloc pot cell count 2 µM	MRP reversal with doxorubicin	NFkB transloc pot	MRP reversal
33	O=C(Nc1ccccc1C(=O)Nc1ccc2c(c1)OCO2)c1cccs1	195	195	.	-25.6	.
34	Cc1cc2cc3c(cc2nc1SCC(=O)OC(C)C)OCCO3	153	153	.	14.6	.
35	CC1=C(C(=O)N2CCCCC2)C(c2cccs2)C2=C(CCCC2=O)N1 (configuration not stated)	125	125	75.5	13.8	18.4
36	O=C(O)CCN=C1CCCc2ccccc2N1	80	80	94.1	3.3	-4.6
37	CC12CCC(C(=O)NCc3ccccc3)(OC1=O)C2(C)C (configuration not stated)	120	120	89.7	14.4	10.9
38	O=C(/C=C/Nc1ccc(F)cc1)c1cccs1	156	156	.	23.5	.
39	COCCCNS(=O)(=O)c1ccc2c(c1)CCN2C(C)=O	35	35	92.3	-16.3	7.8
40	O=C(CSc1nc2c(c(=O)[nH]1)CCCC2)Nc1ccc(Cl)cc1F	86	86	94.7	-5.4	-3.9

item	IL1B NFkB inh	PLAP inhibition	MRP reversal cytotoxicity	Bcl-B displacement
33	25.6	5.4%	.	3.7%
34	-14.6	13.0%	.	9.0%
35	-13.8	-43.7%	93.9	-8.5%
36	-1.2	4.1%	89.4	-9.3%
37	-14.4	-18.8%	100.5	-4.0%
38	-23.5	.	.	.
39	16.3	1.1%	100.1	-6.3%
40	5.4	-25.9%	90.8	-3.0%

# Next part
item	Molecule	IL1B NFkB inh cell count 2 µM	NFkB transloc pot cell count 2 µM	MRP reversal with doxorubicin	NFkB transloc pot	MRP reversal
41	Cc1ccc(-c2nnc(Nc3ccc4c(c3)nc(C)n4C)c3ccccc23)cc1	171	171	.	0.9	.
42	COc1ccc(CCNC(=O)C2CCCN2C(=O)NC2CCCCC2)cc1OC (configuration not stated)	153	153	75.9	28.1	0.6
43	COC(=O)CSc1nnc(CNC(=O)c2cccs2)n1-c1cc(OC)ccc1OC	115	115	84.2	2.6	10.3
44	COc1ccc(C2=Nn3c(nnc3-c3ccncc3)SC2)cc1	153	153	83.0	7.8	-21.8
45	O=C(NCc1cccs1)c1cc2ccccc2o1	191	191	84.0	-2.5	14.3
46	O=C(c1ccc(CN2CCc3ccccc3C2)cc1)N1CCCCC1	.	.	106.4	.	-15.6
47	COc1cccc(NC(=O)CNS(=O)(=O)c2ccc3nc(C)sc3c2)c1	114	114	87.9	-9.2	-0.3
48	COC(=O)C1CCN(C(=O)/C=C/c2ccc(OC)cc2)CC1	162	162	98.3	4.0	-5.6

item	IL1B NFkB inh	PLAP inhibition	MRP reversal cytotoxicity	Bcl-B displacement
41	-0.9	-27.0%	.	1.8%
42	-28.1	-9.2%	76.6	7.1%
43	-2.6	-6.0%	94.5	0.5%
44	-7.8	5.0%	61.2	-1.1%
45	2.5	30.6%	98.3	-16.8%
46	.	-11.3%	90.8	0.4%
47	9.2	-2.9%	87.6	11.4%
48	-4.0	-13.8%	92.7	-13.2%

# Remaining list, next part
item	Molecule	IL1B NFkB inh cell count 2 µM	NFkB transloc pot cell count 2 µM	MRP reversal with doxorubicin	NFkB transloc pot	MRP reversal
49	CCOC(=O)COc1nc(Nc2ccccc2C)nc(N(C)C)n1	.	.	85.4	.	10.5
50	Cc1noc(/C=C/N(C)C)c1S(=O)(=O)N(C)CC(=O)NC1CCCCC1	190	190	.	-8.0	.
51	c1ccc2oc(-c3ccc(Nc4nc(N5CCCCC5)nc(N5CCOCC5)n4)cc3)nc2c1	155	155	89.3	5.7	-1.5
52	CC1=CC(C)(C)Nc2ccc(OC(=O)CN3C(=O)C4CCCCC4C3=O)cc21 (configuration not stated)	171	171	1.1	-2.1	-0.6
53	COc1ccc(C(=O)C[n+]2ccc3c(c2)nc(-c2cc(OC)c(OC)cc2OC)n3C)cc1	112	112	.	8.6	.
54	COc1ccc(NS(=O)(=O)c2ccc(NS(=O)(=O)c3ccc(C)cc3)cc2)nn1	.	.	90.8	.	-6.0

item	IL1B NFkB inh	PLAP inhibition	MRP reversal cytotoxicity	Bcl-B displacement
49	.	-22.2%	95.9	2.0%
50	8.0	-35.4%	.	0.0%
51	-5.7	-11.8%	87.8	-8.8%
52	2.1	-2.8%	0.5	-0.3%
53	-8.6	-21.0%	.	-3.1%
54	.	-1.6%	84.8	3.3%

# Screening data (PubChem BioAssay)
